Screens: PubChem, National Center for Advancing Translational Sciences (NCATS)
IkB signaling = suppresses IkB signaling in ABC-DLBCL reporter cells; ABC-DLBCL IkBa-CBG/CBR dual luciferase ratio, 4 h; response scale: scaled: untreated 0%, proteasome inhibitor 100%; Potency, µM (series often up to 57.1 µM), inactives show at the top dose IkBa stabilization activation; hit rate 0.04% among 110,000; active = well fitted curve in the direction sought with a large enough effect in the signal ratio, not every such curve was filed as active; inconclusive = small, poorly fitted or top-dose-only effect, or a change in a side signal; the % refers to the signal ratio;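 also: the direction sought is a rising ratio; 0% = basal untreated cells and 100% = reference inhibitor full response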
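In this assay, an IκBα–CBG68 fusion accumulates when IKK-driven degradation is blocked; native CBR normalizes for cell number. OCI-Ly3 cells were treated 4 h with compound and doxycycline, then green and red light read after Chroma-Glo addition.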
Peg3 imprint = genomic imprint erasure induction; mouse ES Peg3-LacZ reporter, beta-gal luminescence, 40 h; Potency, µM (highest dose often 60.7 µM), for inactives: top-dose activity change, positive = activation, actives largely listed as activators; hit rate 0.02% among 110,000;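 also: 0% = negative control wells on the plate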
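Imprint erasure is scored as LacZ activity from the silenced maternal Peg3 allele in feeder-free female ES cells cultured 40 h with LIF. Luminescence is normalized to in-plate negative controls and fitted to the Hill equation.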
p53ts 39C kill = kills p53ts cells at the nonpermissive temperature; hit rate 1.5% among 130,000; H1299-p53A138V viability at 39C, ATP luminescence, 24 h; Potency, µM (series often up to 46.1 µM), for the others: at the top dose activity change, negative = cell killing, actives largely listed as cytotoxic; AID 902; also: nearly all actives have a fitted effect of over 55% in size
p53ts 32C tox = kills p53ts cells at the permissive temperature; H1299-p53A138V at 32C, ATP luminescence viability, 24 h; Potency, µM (titrated, usually from 46.1 µM), without a hit: top-dose activity change, negative = cytotoxicity, hits mostly cytotoxic; hit rate 0.93% among 130,000;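 also: 0% = DMSO and -100% = full killing by reference compound; nearly all actives have a fitted effect of over 55% in size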
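ATP-content luminescence (ATPlite) read-out after 24 h compound exposure at 32C in H1299-p53A138V cells (600/well). Tested up to 46 uM. Normalized to DMSO (0%) and 100 uM tamoxifen (100% killing); Hill-fit AC50.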
Active calls of the source: *; [ ] = remark or other dose. Unless noted, calls follow the shape of the dose curve; as a rule, active = well fitted curve in the direction sought with a large enough effect; inconclusive = small, poorly fitted or top-dose-only effect, or another doubt; inactive = no such curve, though single readings can be large; an effect the other way counts as inactive or inconclusive. Unless noted, % is scaled to controls: 0 for no effect and ±100 for the full control effect; potency is read from the fitted curve at half-maximal effect.

CC(C)CCN(Cc1ccco1)C(=O)c1cc2c(s1)-c1ccccc1OC2 was read as IkB signaling inconclusive, Peg3 imprint -12%[10.9 µM], p53ts 39C kill inconclusive and p53ts 32C tox 11%.
Screening COCCn1c(SCC(=O)N2CCCc3ccccc32)nnc1-c1ccco1 returned IkB signaling 0.6%, Peg3 imprint -10%, p53ts 39C kill -4% and p53ts 32C tox 6%.
Screening CN(C)C(=O)c1ccc(-c2cncnc2NC2CCNCC2)cc1 returned IkB signaling 0.9%[11.4 µM], Peg3 imprint -16%, p53ts 39C kill 0% and p53ts 32C tox 10%.
Screening Cc1cccc(OCC(=O)Nc2ccc(Cl)c(-c3nc4ccccc4[nH]3)c2)c1 returned IkB signaling inconclusive, Peg3 imprint -15%[10.9 µM], p53ts 39C kill 22% and p53ts 32C tox 11%.
For CCCc1cc(=O)[nH]c(SCc2ccc(C#N)cc2)n1 the results were IkB signaling -2.2%, Peg3 imprint -2%, p53ts 39C kill 1% and p53ts 32C tox -1%.
For CCc1c(C)nc(SC)n(CC#N)c1=O the results were IkB signaling -1.5%, Peg3 imprint -14%, p53ts 39C kill 4% and p53ts 32C tox 9%.
Screening COc1ccc(-c2cc(-n3c(C(F)(F)F)nc4ccccc43)n(CCC#N)n2)cc1 returned IkB signaling inconclusive, Peg3 imprint -14%, p53ts 39C kill 2% and p53ts 32C tox 7%.
For O=C(Cc1coc2cc3c(cc12)CCC3)OCc1cc(=O)n2c(n1)sc1ccccc12 the results were IkB signaling inconclusive, Peg3 imprint 5%, p53ts 39C kill 12% and p53ts 32C tox -8%.
Screening COCCNC(=O)c1sc2nc3n(c(=O)c2c1C)CCC3 returned IkB signaling 0.6%, Peg3 imprint -8%[10.9 µM], p53ts 39C kill 7% and p53ts 32C tox -2%.
O=C(CCn1c(=O)sc2ccccc21)NCc1cccs1 was read as IkB signaling 4.3%, Peg3 imprint inconclusive, p53ts 39C kill -3% and p53ts 32C tox -22%.
Screening CCOC(=O)N1CCN(C(=O)c2cnn(-c3cccc(C)c3)c2-n2cccc2)CC1 returned IkB signaling -3.2%, Peg3 imprint -3%[10.9 µM], p53ts 39C kill -14% and p53ts 32C tox -1%.
CCCCN(CC)C(=O)c1cc2c(=O)n3cccc(C)c3nc2n1C was read as IkB signaling 1.1%, Peg3 imprint 2%[10.9 µM], p53ts 39C kill -25% and p53ts 32C tox 0%.
COc1ccc(N2CCN(C(CNC(=O)C(=O)NCc3cccnc3)c3cccnc3)CC2)cc1 (stereo unspecified) was read as IkB signaling -0.4%, Peg3 imprint -12%[10.9 µM], p53ts 39C kill -10% and p53ts 32C tox -24%.
CCn1c(Cc2ccc(OC)cc2)nnc1SCC(=O)Nc1nc2ccccc2s1 was read as IkB signaling 0.3%, Peg3 imprint -12%, p53ts 39C kill -5% and p53ts 32C tox -4%.
For CCOC(=O)c1c(C)[nH]c(CCC(=O)NCCCN2CCN(c3cc(C)ccc3C)CC2)c1C the results were IkB signaling inconclusive, Peg3 imprint -11%[10.9 µM], p53ts 39C kill inconclusive and p53ts 32C tox 10%.
Cc1ccccc1Cn1nc(C)c(NC(=O)c2noc3c2CC(C(C)(C)C)CC3)c1C (stereo unspecified) was read as IkB signaling inconclusive, Peg3 imprint -30%, p53ts 39C kill 71%[activator] and p53ts 32C tox 32%[activator].
`COc1ccccc1NC(=O)C1CCN(S(=O)(=O)c2cn(C)cn2)CC1` gave IkB signaling 0.1%, Peg3 imprint -4%[10.9 µM], p53ts 39C kill -8% and p53ts 32C tox 1%.
Screening CC(CCC(=O)O)C1CCC2C3CC[C@H]4CC(O)CC[C@@]4(C)C3C=C[C@]12C (stereo partly specified) returned Peg3 imprint -23%, p53ts 39C kill 36%[activator] and p53ts 32C tox 15%.
COc1ccc(CCNC(=O)CN2CCCc3ccccc32)cc1OC was read as IkB signaling 1.3%, Peg3 imprint -13%, p53ts 39C kill -3% and p53ts 32C tox 7%.
`CSc1cccc(Nc2cc(C(=O)NC3CCCCC3)c3ccccc3n2)c1` gave IkB signaling inconclusive, Peg3 imprint -13%[10.9 µM], p53ts 39C kill -22% and p53ts 32C tox 5%.

Compounds from the list above that have a cyano group, in the order listed:
For CCCc1cc(=O)[nH]c(SCc2ccc(C#N)cc2)n1 the results were IkB signaling -2.2%, Peg3 imprint -2%, p53ts 39C kill 1% and p53ts 32C tox -1%.
For CCc1c(C)nc(SC)n(CC#N)c1=O the results were IkB signaling -1.5%, Peg3 imprint -14%, p53ts 39C kill 4% and p53ts 32C tox 9%.
Screening COc1ccc(-c2cc(-n3c(C(F)(F)F)nc4ccccc43)n(CCC#N)n2)cc1 returned IkB signaling inconclusive, Peg3 imprint -14%, p53ts 39C kill 2% and p53ts 32C tox 7%.

Further structures follow:
CC1CN(C(=O)Cc2ccc(-c3ccccc3)cc2)CC(C)O1 (stereo unspecified) was read as IkB signaling 2.5%, Peg3 imprint -25%, p53ts 39C kill -3% and p53ts 32C tox -8%.
Screening NNC(=O)CNc1cccc(Br)c1 returned IkB signaling 0.3%[11.4 µM], Peg3 imprint 2%[10.9 µM], p53ts 39C kill 19%[9.22 µM] and p53ts 32C tox -8%[9.22 µM].
Cc1ccccc1NC(=O)Cn1c(=O)n(C)c2ccccc21 was read as IkB signaling 0.3%, Peg3 imprint -4%, p53ts 39C kill 11% and p53ts 32C tox -1%.
Cc1cccc(C)c1NC(=O)Cn1c(SCC(=O)NCc2ccccc2)nc2ccccc21 was read as IkB signaling -2.3%, Peg3 imprint 7%[10.9 µM], p53ts 39C kill 11% and p53ts 32C tox -3%.
For CC(C)CCNC(=O)CN(Cc1ccc2c(c1)OCO2)C(=O)CCC(=O)Nc1ccccn1 the results were IkB signaling -3.4%, Peg3 imprint inconclusive, p53ts 39C kill -5% and p53ts 32C tox -10%.
Cc1ccc(NC(=O)Cn2c(CCC(=O)O)ccc2-c2cccs2)cc1 was read as IkB signaling -0.1%, Peg3 imprint 14%[10.9 µM], p53ts 39C kill -7% and p53ts 32C tox 1%.
For CCOC(=O)NC1(C(F)(F)F)N=C(c2ccccc2)NC1=O (stereo unspecified) the results were IkB signaling 0.4%, Peg3 imprint 3%, p53ts 39C kill 1% and p53ts 32C tox 2%.
Fc1cccc(C2CC(c3cccc(Br)c3)Nc3nnnn32)c1 (stereo unspecified) was read as IkB signaling -1.3%, Peg3 imprint -27%, p53ts 39C kill -15% and p53ts 32C tox 3%.
O=C(C1=C(O)C(=O)N(CCN2CCOCC2)C1c1ccccc1)c1cccs1 (stereo unspecified) was read as IkB signaling -1.4%, Peg3 imprint 7%, p53ts 39C kill 22% and p53ts 32C tox 14%.
Screening O=C(c1ccc2c(c1)N(Cc1cccc(Cl)c1)C(=O)c1ccccc1S2(=O)=O)N1CCC(Cc2ccccc2)CC1 returned IkB signaling inconclusive, Peg3 imprint -23%[10.9 µM], p53ts 39C kill 6% and p53ts 32C tox 9%.
Screening Cc1nnc(N2C(=O)c3oc4ccccc4c(=O)c3C2c2cccc(OCCC(C)C)c2)s1 (stereo unspecified) returned IkB signaling 0.7%, Peg3 imprint 5%[10.9 µM], p53ts 39C kill 18% and p53ts 32C tox 2%.
For COc1ccc(-c2noc(-c3ccc(N4CCN(c5ccccc5)CC4)c([N+](=O)[O-])c3)n2)cc1 the results were IkB signaling 0.3%, Peg3 imprint -8%[10.9 µM], p53ts 39C kill -5% and p53ts 32C tox -8%.
`COc1ccc(NCc2nnc(SCC(=O)Nc3cccc(C)c3)o2)cc1` gave IkB signaling 1.7%, Peg3 imprint inconclusive, p53ts 39C kill -9% and p53ts 32C tox 9%.
CC1=C(c2ccc(F)cc2)S(=O)(=O)N=C1N1CCC(C(=O)NCCc2ccccc2)CC1 was read as IkB signaling 2.4%, Peg3 imprint 11%[10.9 µM], p53ts 39C kill -11% and p53ts 32C tox 5%.
`Cc1ccc(-c2nc(=S)c3c(n2CCN2CCOCC2)CC(C)(C)OC3)cc1` gave IkB signaling 0.5%, Peg3 imprint -2%, p53ts 39C kill 11% and p53ts 32C tox 0%.
`Cc1cc(=O)n2nc(-c3ccccc3)sc2n1` gave IkB signaling inconclusive, Peg3 imprint -76%[inhibitor], p53ts 39C kill -26% and p53ts 32C tox -28%.
Screening O=C(NC1CCCC1)C1c2ccccc2C(=O)N1CCCN1CCOCC1 (stereo unspecified) returned IkB signaling -0.8%, Peg3 imprint -5%, p53ts 39C kill -3% and p53ts 32C tox -1%.
For Cc1c(NC(=O)C(F)(F)F)ccc2nc3c(=O)n(C)c(=O)n(C)c3nc12 the results were IkB signaling -4.1%, Peg3 imprint 13%[10.9 µM], p53ts 39C kill -9% and p53ts 32C tox 14%.
CCOc1ccc2nc(C)cc(Nc3ccccc3OCC)c2c1 was read as IkB signaling 0.3%, Peg3 imprint -18%[10.9 µM], p53ts 39C kill 7.9µM* and p53ts 32C tox -30%.
For CCOc1ccc(N(CC(=O)NCc2ccc(C)cc2)S(=O)(=O)c2c(C)[nH]c(=O)[nH]c2=O)cc1 the results were IkB signaling 0.0%, Peg3 imprint 7%[10.9 µM], p53ts 39C kill 6% and p53ts 32C tox 9%.

2 entries picked at random from the list so far:
CC1CN(C(=O)Cc2ccc(-c3ccccc3)cc2)CC(C)O1 (stereo unspecified) was read as IkB signaling 2.5%, Peg3 imprint -25%, p53ts 39C kill -3% and p53ts 32C tox -8%.
For CCOc1ccc(N(CC(=O)NCc2ccc(C)cc2)S(=O)(=O)c2c(C)[nH]c(=O)[nH]c2=O)cc1 the results were IkB signaling 0.0%, Peg3 imprint 7%[10.9 µM], p53ts 39C kill 6% and p53ts 32C tox 9%.

The listing continues.
COC(=O)[C@@]1(Cc2ccc(F)cc2)[C@H]2c3cc(C(=O)N(C)C)n(Cc4c(CO)[nH]cc(C)c4=O)c3C[C@H]2CN1C(=O)c1ccccc1 was read as Peg3 imprint -3%, p53ts 39C kill 0% and p53ts 32C tox 5%.
`Cc1cc(OCCN2CCCC2)ccc1C(C)C` gave IkB signaling -2.6%, Peg3 imprint -15%, p53ts 39C kill -5% and p53ts 32C tox -1%.
Cc1ccc(S(=O)(=O)Nc2cccc(-c3cn4ccsc4n3)c2)cc1 was read as IkB signaling inconclusive, Peg3 imprint -25%, p53ts 39C kill -1% and p53ts 32C tox 11%.
`CCOC(=O)C1CCN(C(=O)CSCCSCC(=O)N2CCC(C(=O)OCC)CC2)CC1` gave IkB signaling 0.8%, Peg3 imprint -12%, p53ts 39C kill 0% and p53ts 32C tox -5%.
CN(C)CCNC(=O)C1CCN(Cc2cc3ccccc3n2Cc2ccccc2)CC1 was read as IkB signaling -2.0%, Peg3 imprint -9%[10.9 µM], p53ts 39C kill 13µM* and p53ts 32C tox inconclusive.
For Cc1c2c(nc3c(C(=O)NC4CC4)cnn13)CCCC2 the results were IkB signaling -2.8%, Peg3 imprint -32%[inhibitor], p53ts 39C kill -6% and p53ts 32C tox -9%.
`CC(C)CCOCC(O)CCC(=O)NNC(=S)Nc1ccccc1` (stereo unspecified) gave p53ts 39C kill -16% and p53ts 32C tox -4%.
CCc1cc(=O)oc2cc(OCC(=O)N3CCc4ccccc43)ccc12 was read as IkB signaling 0.1%, Peg3 imprint -11%, p53ts 39C kill -3% and p53ts 32C tox -1%.
Cc1nc2c(C(=O)NCCc3ccc(Cl)cc3)c[nH]n2c(=O)c1Cc1ccc(Cl)cc1 was read as IkB signaling inconclusive, Peg3 imprint -6%[10.9 µM], p53ts 39C kill inconclusive and p53ts 32C tox -25%.
`CCOc1ccc(OCC)c(NC(=O)CNS(=O)(=O)c2cccs2)c1` gave IkB signaling -1.7%, Peg3 imprint 4%, p53ts 39C kill -14% and p53ts 32C tox 2%.
CCCCc1cc(=O)oc2cc(OCC(=O)N(CC)CC)c(Cl)cc12 was read as IkB signaling -5.7%, Peg3 imprint -22%, p53ts 39C kill -7% and p53ts 32C tox 4%.
CC1(C)CC(C)(c2ccc(O)cc2O)N(c2ccc3ccccc3c2)C(=S)N1 (stereo unspecified) was read as p53ts 39C kill -13% and p53ts 32C tox -12%.
For CC(=O)c1cc(-c2ccc(F)cc2)n(CCC(=O)NCc2ccccc2C)c1C the results were IkB signaling inconclusive, Peg3 imprint -9%[10.9 µM], p53ts 39C kill -17% and p53ts 32C tox -5%.
CC(=O)N1CCC2(CCN(Cc3ccc(C#N)cc3)CC2)CC1 was read as IkB signaling 4.9%[11.4 µM], p53ts 39C kill -2% and p53ts 32C tox 0%.
